DTT redox prof = compounds producing H2O2 with reducing agent – biochemical, NIH compound library profiling, artefact control for MLSCN library redox annotation, primary screen. DTT-dependent redox cycling H2O2, phenol red/HRP absorbance; 100% = 100 µM peroxide control, 0% = buffer. activation, % at 10 µM. 200,000 compounds, 0.03% hits. AID 878;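 active means activation of at least 50% relative to the plate's high and low controls in the primary single-dose screen; inactive means activation below 50%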;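 further: compound incubated with DTT at 0.8 mM final as the reducing agent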
S1P3 antag = S1P3 (human) receptor antagonism | CHO S1P3 NFAT-BLA reporter, FRET fluorescence, antagonist mode | inhibition, % at 4.98 µM | 170,000 compounds, 0.27% hits;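 active means inhibition above the plate cutoff, the mean inhibition of test wells on that plate plus 3 SD, cut at about 28% in these data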;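 further: cells challenged with S1P at its EC80 of 0.8 µM; blue over green emission ratio from cleaved BLA substrate after 4 h stimulation; 0% = S1P-stimulated wells and 100% = unstimulated DMSO-only wells; some compounds past the cut are filed as inactive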
PMI activator = phosphomannose isomerase (human) activation | activation factor at 20 µM | P34949 | 190,000 compounds, 0.005% hits | AID 1214 | purified human PMI, coupled resazurin fluorescence, 20 min; active compounds read high; 1 = vehicle control, 0 substrate-free wells;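 active means activation factor of 2 or more at 20 µM, relative to plate controls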
Target sequence (P34949 whole entry, looked up): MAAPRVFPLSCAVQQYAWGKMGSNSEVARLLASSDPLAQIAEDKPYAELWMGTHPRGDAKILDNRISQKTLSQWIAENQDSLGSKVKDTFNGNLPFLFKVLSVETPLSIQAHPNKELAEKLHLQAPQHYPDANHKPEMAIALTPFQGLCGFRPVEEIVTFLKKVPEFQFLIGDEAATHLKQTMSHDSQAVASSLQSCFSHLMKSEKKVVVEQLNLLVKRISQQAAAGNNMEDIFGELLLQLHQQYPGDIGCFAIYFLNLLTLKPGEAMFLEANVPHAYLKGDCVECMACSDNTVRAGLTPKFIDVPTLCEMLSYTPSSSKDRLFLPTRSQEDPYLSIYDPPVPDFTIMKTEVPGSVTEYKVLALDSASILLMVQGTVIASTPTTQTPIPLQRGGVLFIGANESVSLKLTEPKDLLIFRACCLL
PMI act hi M6P = activators of human phosphomannose isomerase at near-saturating mannose 6-phosphate; P34949; coupled PMI enzyme assay, resazurin fluorescence, 20 min; active compounds read high; 1 = untreated enzyme, 0 = substrate-free blank; activation factor at 20 µM; 190,000 compounds, 0.34% hits;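 active means activation factor of 2 or more at 20 µM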
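Test system: Human PMI in coupled enzyme assay | Input: 15 ng/mL PMI | Medium: HEPES-buffered pH 7.4 with magnesium and detergent | Compound: One concentration, 20 µM, in 1% DMSO | Incubation: Enzyme reaction with compound 20 min at room temperature | Detection: Diaphorase-driven resazurin-to-resorufin fluorescence, excitation 544, emission 590 nm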
Lmaj promast = inhibitors of Leishmania major promastigote growth; Leishmania major promastigotes, resazurin fluorescence viability; inhibition, % at 10 µM; 200,000 compounds, 9% hits; AID 1063; in the data active means inhibition above about 50%;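 further: promastigotes grown with compound for 44 hours at 28 °C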
TNAP inh hiacc = TNAP (human) inhibition, high acceptor; P05186; purified TNAP, CDP-star luminescence, 1 M DEA; inhibition, % at 20 µM; 200,000 compounds, 0.03% hits; AID 1135;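 active means over 50% inhibition of tissue-nonspecific alkaline phosphatase at 20 µM in the single-dose screen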;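 further: plate controls were DMSO wells for no effect and EDTA-quenched wells as full inhibition for full effect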
Target sequence (P05186 whole entry, looked up): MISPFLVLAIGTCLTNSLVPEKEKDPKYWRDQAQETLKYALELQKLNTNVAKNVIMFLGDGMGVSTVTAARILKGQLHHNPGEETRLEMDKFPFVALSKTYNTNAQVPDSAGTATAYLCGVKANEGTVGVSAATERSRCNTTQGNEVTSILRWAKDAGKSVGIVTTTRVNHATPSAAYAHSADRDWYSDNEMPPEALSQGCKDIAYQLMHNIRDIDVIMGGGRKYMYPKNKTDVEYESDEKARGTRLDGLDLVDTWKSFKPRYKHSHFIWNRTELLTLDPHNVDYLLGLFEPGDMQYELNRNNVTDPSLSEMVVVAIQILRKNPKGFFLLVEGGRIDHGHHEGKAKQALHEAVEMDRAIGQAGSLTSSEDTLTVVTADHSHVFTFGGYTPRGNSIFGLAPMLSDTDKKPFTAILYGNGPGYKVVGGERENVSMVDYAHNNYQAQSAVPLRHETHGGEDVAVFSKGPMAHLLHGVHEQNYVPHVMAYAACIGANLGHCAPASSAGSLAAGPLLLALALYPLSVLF
Hsp70 act = Hsp70 transcriptional activation, primary screen; activation, % at 10 µM; HeLa Hsp70 promoter luciferase reporter, luminescence; scaled: vehicle 0, proteasome-inhibitor control 100%; 200,000 compounds, 0.04% hits;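 active means activation above the mean across all tested compounds plus 3 SD, cutoff set per campaign, cut at about 5.5% in these data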;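 further: 100% = MG132 at 30 µM as the positive control and 0% = DMSO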
RAM inhibit = yeast RAM network inhibition; S. cerevisiae dse1pr::URA3 reporter, 5-FOA growth OD615, 2 d; analog-sensitive cbk1-as2 kinase mutant strain; inhibition, % at 50 µM; AID 868; 190,000 compounds, 1.8% hits;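 active means inhibition above a set limit, 3 SD over mean compound inhibition, cut at about 8.4% in these data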;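 further: 0% = DMSO-only wells with no growth and 100% = 10 µM 1-NA-PP1 full growth; inhibition rescues growth on 5-FOA so higher OD means more RAM inhibition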
TNAP inh noacc = inhibitors of human TNAP without phosphate acceptor; P05186; purified TNAP, CDP-star luminescence, 30 min; inhibition, % at 20 µM; 200,000 compounds, 0.26% hits; AID 1012;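 active means tissue-nonspecific alkaline phosphatase inhibition above about 50% at 20 µM in the single-dose screen, limit read from the data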;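 further: 0% = DMSO negative control and 100% = EDTA positive control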
HMGR II inh = blocks class II HMG-CoA reductase of Enterococcus faecalis | inhibition, % at 10 µM | 190,000 compounds, 0.41% hits | AID 1066 | purified E. faecalis HMGR, NADPH absorbance 340 nm kinetic;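 active means inhibition above a set limit, the median over all tested compounds plus 3 SD, cut at about 9.5% in these data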;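 further: enzyme runs in reverse so mevalonate oxidation gives rising NADPH absorbance; 0% = complete reaction with DMSO and 100% = background rate lacking mevalonate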
Numbers without * were called inactive.

COc1ccc2c(COC(=O)CC3Sc4ccccc4NC3=O)cc(=O)oc2c1 (centres undefined) was read as DTT redox prof -0.4, S1P3 antag -6, PMI activator 0.9, PMI act hi M6P 1, Lmaj promast 4, TNAP inh hiacc -2, Hsp70 act -0.2, RAM inhibit 2.7, TNAP inh noacc -13 and HMGR II inh -1.
For Cn1nnnc1SCC(=O)N1CCN(c2ccccc2)CC1 the results were DTT redox prof -2.7, S1P3 antag 13, PMI activator 1, PMI act hi M6P 1, Lmaj promast 2, TNAP inh hiacc -1, Hsp70 act -0.6, RAM inhibit 0.7, TNAP inh noacc -12 and HMGR II inh 2.
For COc1ccccc1CNC(=O)c1cccc(N(C)C)c1 the results were DTT redox prof -0.1, PMI activator 1, PMI act hi M6P 1, Lmaj promast -8, TNAP inh hiacc -2, Hsp70 act -0.2, RAM inhibit -0.7, TNAP inh noacc -11 and HMGR II inh -7.
`CC(CCc1ccccc1)NC(=O)C1CCCN(c2nnc(-n3cccc3)s2)C1` (centres undefined) gave DTT redox prof -0.2, S1P3 antag 6, PMI activator 1.1, PMI act hi M6P 1.2, Lmaj promast 6, TNAP inh hiacc -6, Hsp70 act 0.3, RAM inhibit 1.9, TNAP inh noacc -10 and HMGR II inh -6.
For Cc1oc(-c2ccccc2)nc1C(=O)OCC(=O)NC(=O)NCC(C)C the results were DTT redox prof -1.1, S1P3 antag -11, PMI activator 1, PMI act hi M6P 0.9, Lmaj promast -5, TNAP inh hiacc -6, Hsp70 act -0.2, RAM inhibit 3.6, TNAP inh noacc -7 and HMGR II inh -7.
Screening Cc1cc(NC(=O)c2cncc(Br)c2)no1 returned DTT redox prof 0.7, PMI activator 1.1, PMI act hi M6P 1.1, Lmaj promast -1, TNAP inh hiacc -4, Hsp70 act -0.6, RAM inhibit 1.4, TNAP inh noacc -15 and HMGR II inh -4.
Screening Cc1ccc(NC(=O)CN(C)C(=O)c2ccc(C(F)(F)F)cc2)cc1 returned DTT redox prof -0.2, S1P3 antag -4, PMI activator 1.1, PMI act hi M6P 1, Lmaj promast 0, TNAP inh hiacc -4, Hsp70 act -0.4, RAM inhibit 2.9, TNAP inh noacc -22 and HMGR II inh -5.
Nc1ncnc(N(c2ccccc2)C2CCCCC2)c1[N+](=O)[O-] was read as DTT redox prof -4.1, PMI activator 1, PMI act hi M6P 1.1, Lmaj promast -3, TNAP inh hiacc -3, Hsp70 act 0.1, RAM inhibit 4.5, TNAP inh noacc -5 and HMGR II inh -2.
For O=C(Nc1nc(-c2cc(Cl)sc2Cl)cs1)c1cccs1 the results were DTT redox prof -0.5, S1P3 antag 22, PMI activator 0.8, PMI act hi M6P 0.8, Lmaj promast 23, TNAP inh hiacc -2, Hsp70 act -0.1, RAM inhibit 5.4, TNAP inh noacc -3 and HMGR II inh 6.
CCOc1ccc(OCC)c(NC(=O)CCn2cccc2)c1 was read as DTT redox prof 0.1, S1P3 antag 17, PMI activator 0.9, PMI act hi M6P 1, Lmaj promast 2, TNAP inh hiacc 1, Hsp70 act 0.0, RAM inhibit 3.2, TNAP inh noacc -8 and HMGR II inh 2.
For CCOCCCNC(=O)/C(C#N)=C/c1ccccc1F the results were DTT redox prof -1.3, S1P3 antag 4, PMI activator 1.1, PMI act hi M6P 0.9, Lmaj promast 28, TNAP inh hiacc -1, Hsp70 act -0.4, RAM inhibit 4.7, TNAP inh noacc -2 and HMGR II inh 1.
Cc1ccc(C(=O)c2cc3c(cc2N)OCCO3)cc1 was read as DTT redox prof 0.2, S1P3 antag 24, PMI activator 0.8, PMI act hi M6P 0.8, Lmaj promast 1, TNAP inh hiacc -2, Hsp70 act 0.1, RAM inhibit -0.7, TNAP inh noacc -7 and HMGR II inh -1.
Screening Cc1ccc(CNc2ccc3c(c2)OCO3)c(C)c1 returned DTT redox prof 0.5, S1P3 antag 16, PMI activator 1.2, PMI act hi M6P 1.4, Lmaj promast 99*, TNAP inh hiacc -1, Hsp70 act -0.4, RAM inhibit 0.9, TNAP inh noacc -8 and HMGR II inh -5.
For Cc1nn(-c2ccccc2)c(C)c1C(=O)OCC(=O)N1CC(=O)Nc2ccccc21 the results were DTT redox prof -2.8, S1P3 antag -28, PMI activator 1, PMI act hi M6P 1, Lmaj promast -1, TNAP inh hiacc 2, Hsp70 act -0.3, RAM inhibit 1.7, TNAP inh noacc -11 and HMGR II inh -7.
CCN=C1SC(CC(=O)Nc2sc(C)c(C)c2C(=O)OC)C(=O)N1CC (centres undefined) was read as DTT redox prof -0.2, S1P3 antag -3, PMI activator 0.9, PMI act hi M6P 1, Lmaj promast 9, TNAP inh hiacc -1, Hsp70 act -0.1, RAM inhibit 0.3, TNAP inh noacc -6 and HMGR II inh -1.
Screening Cc1cccc(NC(=O)CCN2C(=O)c3ccccc3C2=O)n1 returned DTT redox prof 0.1, S1P3 antag -1, PMI activator 0.9, PMI act hi M6P 0.9, Lmaj promast -4, TNAP inh hiacc -6, Hsp70 act 0.0, RAM inhibit -0.7, TNAP inh noacc -13 and HMGR II inh -3.
NC(=S)NNC(=S)Nc1ccccc1 was read as DTT redox prof -1.8, S1P3 antag 7, PMI activator 0.8, PMI act hi M6P 0.8, Lmaj promast -2, TNAP inh hiacc -2, Hsp70 act -0.3, RAM inhibit 4.1, TNAP inh noacc -145 and HMGR II inh -8.
`CCOC(=O)n1c(SCC(=O)N(CC)CC)nc2ccccc21` gave DTT redox prof 0.3, S1P3 antag 25, PMI activator 1, PMI act hi M6P 1, Lmaj promast -2, TNAP inh hiacc 0, Hsp70 act -0.2, RAM inhibit 3.5, TNAP inh noacc -12 and HMGR II inh -2.
For CCCCOC(=O)c1ccc(NC(=O)c2cc(Cl)ccc2OC)cc1 the results were DTT redox prof 1.5, PMI activator 0.9, PMI act hi M6P 0.9, Lmaj promast 0, TNAP inh hiacc 0, Hsp70 act -0.4, RAM inhibit 8.3, TNAP inh noacc -8 and HMGR II inh -4.
Screening Cc1ccc(S(=O)(=O)CCNC(=O)Cc2ccc(Cl)cc2)cc1 returned DTT redox prof 0.0, S1P3 antag -9, PMI activator 1, PMI act hi M6P 1, Lmaj promast 0, TNAP inh hiacc -2, Hsp70 act -0.3, RAM inhibit -1.0, TNAP inh noacc -6 and HMGR II inh 0.
Screening Cc1nn2c(c1-c1ccc(Cl)cc1)N=C(c1ccco1)CC2c1ccccc1 (centres undefined) returned DTT redox prof 2.1, PMI activator 0.9, PMI act hi M6P 1, Lmaj promast 34, TNAP inh hiacc 0, Hsp70 act -0.1, RAM inhibit 5.6, TNAP inh noacc 0 and HMGR II inh -6.
For O=C(COc1ccc(Br)cc1Cl)Nn1cnnc1 the results were DTT redox prof -0.9, S1P3 antag -10, PMI activator 1.4, PMI act hi M6P 1.4, Lmaj promast -4, TNAP inh hiacc -6, Hsp70 act 0.0, RAM inhibit 0.7, TNAP inh noacc -13 and HMGR II inh -1.
Screening Cc1ccnc(NS(=O)(=O)c2ccc(NC(=O)COc3ccccc3)cc2)n1 returned DTT redox prof -0.5, S1P3 antag -1, PMI activator 1.1, PMI act hi M6P 1, Lmaj promast -3, TNAP inh hiacc -6, Hsp70 act -0.6, RAM inhibit 3.5, TNAP inh noacc -8 and HMGR II inh 0.
For COC(=O)c1[nH]c2cc(OC)c(OC)cc2c1NC(=O)c1cccc(OC)c1 the results were DTT redox prof -0.1, S1P3 antag 16, PMI activator 1.1, PMI act hi M6P 1.1, Lmaj promast 11, TNAP inh hiacc -5, Hsp70 act -0.5, RAM inhibit 7.3, TNAP inh noacc 5 and HMGR II inh -9.
For NCCc1ccc(O)c(O)c1 the results were DTT redox prof 0.2, S1P3 antag 0, PMI activator 0.4, PMI act hi M6P 0.6, Lmaj promast -9, TNAP inh hiacc 10, Hsp70 act -0.2, RAM inhibit 1.3, TNAP inh noacc 31 and HMGR II inh -3.
Screening CCN(CC)C(=O)C1CC(=O)OC12CCCCC2 (centres undefined) returned DTT redox prof -1.0, PMI activator 1.1, PMI act hi M6P 1.1, Lmaj promast 0, TNAP inh hiacc -2, Hsp70 act -0.4, RAM inhibit 1.1, TNAP inh noacc -10 and HMGR II inh -1.
Screening Cc1ccccc1Oc1ccc(S(=O)(=O)NCCC(=O)O)cc1 returned DTT redox prof -1.2, S1P3 antag -4, PMI activator 1, PMI act hi M6P 0.9, Lmaj promast -2, TNAP inh hiacc -4, Hsp70 act -0.2, RAM inhibit 0.8, TNAP inh noacc -12 and HMGR II inh -2.
`COc1cc(C(=O)NCc2ccc(C)cc2)ccc1OCc1c(C)noc1C` gave DTT redox prof 2.0, PMI activator 1.1, PMI act hi M6P 1, Lmaj promast 0, TNAP inh hiacc 0, Hsp70 act -0.1, RAM inhibit 2.3, TNAP inh noacc -44 and HMGR II inh -4.
`N/C(=N\c1nc2c(c(=O)[nH]1)CCC2)Nc1ccccc1` gave DTT redox prof 0.0, S1P3 antag -1, PMI activator 1, PMI act hi M6P 0.9, Lmaj promast 73*, TNAP inh hiacc -5, Hsp70 act -0.4, RAM inhibit 1.3, TNAP inh noacc -50 and HMGR II inh -5.
Screening CC(C)(CSc1ncccn1)NS(=O)(=O)c1ccccc1 returned DTT redox prof -0.3, S1P3 antag -18, PMI activator 1, PMI act hi M6P 1, Lmaj promast -1, TNAP inh hiacc 0, Hsp70 act -0.2, RAM inhibit 1.3, TNAP inh noacc 0 and HMGR II inh 0.
`CCOc1cc(S(=O)(=O)Nc2ccc(Cl)cn2)ccc1F` gave DTT redox prof 2.5, S1P3 antag 4, PMI activator 0.9, PMI act hi M6P 0.9, Lmaj promast -5, TNAP inh hiacc 3, Hsp70 act 0.2, RAM inhibit 3.4, TNAP inh noacc -5 and HMGR II inh 1.
For CCCC(c1nnnn1CCOC)N1CCN(c2nc3ccccc3s2)CC1 (centres undefined) the results were DTT redox prof -0.6, S1P3 antag -6, PMI activator 1.1, PMI act hi M6P 1, Lmaj promast 6, TNAP inh hiacc 6, Hsp70 act 0.0, RAM inhibit 1.9, TNAP inh noacc 4 and HMGR II inh 0.
O=C1CC(N2CCOCC2)C(=O)N1c1ccccc1Cl (centres undefined) was read as DTT redox prof -2.4, S1P3 antag -20, PMI activator 1, PMI act hi M6P 0.9, Lmaj promast -4, TNAP inh hiacc -4, Hsp70 act 0.3, RAM inhibit 2.4, TNAP inh noacc -17 and HMGR II inh 5.
COc1ccc(N2CCN(C(=O)C3CCN(S(=O)(=O)c4ccc(C)cc4)CC3)CC2)cc1 was read as DTT redox prof -1.2, S1P3 antag -28, PMI activator 0.9, PMI act hi M6P 0.8, Lmaj promast 7, TNAP inh hiacc 1, Hsp70 act -0.2, RAM inhibit 0.4, TNAP inh noacc -6 and HMGR II inh -3.
For COCCSc1ccccc1C(=O)NCc1ccc2c(c1)OCO2 the results were DTT redox prof 0.0, PMI activator 1, PMI act hi M6P 1, Lmaj promast -2, TNAP inh hiacc -8, Hsp70 act 0.1, RAM inhibit 1.3, TNAP inh noacc -18 and HMGR II inh 0.
